Bioassay records (PubChem BioAssay)
Rab7 wt GTP bind: dog Rab7 wildtype GTP binding, inhibitors and activators | GST-Rab7 beads, fluorescent GTP binding, flow cytometry; actives lie on both sides; untreated = 100%, excess cold GTP = 0% | GTP binding activity (percent of control), % at 10 µM | 0.055% of 190,000 active;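 active means fluorescent GTP binding to Rab7 beads changed by at least 20 points from the 100% baseline, either direction, mostly lower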;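 further: median green fluorescence of bound Bodipy-FL-GTP per Rab7 bead population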
Rac1 wt GTP bind: alters GTP binding to wildtype human Rac1; AID 757; P63000; 0.27% of 190,000 active; GTP binding activity (% of control), % at 10 µM; GST-Rac1 beads, fluorescent GTP binding, flow cytometry; actives lie on both sides; 0 = cold GTP competed, 100 = untreated;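 active means GTP binding activity at least 20 points away from the 100% control level, either lower or higher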
Avidin bead fluor: compound fluoresces at 488/530 nm on avidin beads | compound fluorescence 488/530 nm, flow cytometry; hits give high values | fluorescence (KMESF) at 10 µM | 0.38% of 220,000 active | AID 1775; in the data active means fluorescence above about 47; further: inactives centre near 10
HRas wt GTP: modulators of GTP binding to human HRas wildtype. GST-Ras wt beads, Bodipy-FL-GTP binding, flow cytometry; actives lie on both sides. 0.14% of 190,000 active. GTP binding activity, % at 10 µM. P01112;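 active means GTP binding activity at least 20% away from the 100% baseline, either lowered as inhibitor or raised as activator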;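 further: 0% = unlabeled GTP competition control and 100% = no-compound control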
ABCB1 inh: blocks JC-1 efflux by human ABCB1 transporter; 0.067% of 190,000 active; CCRF-Adr cells, flow cytometry; AID 1326; inhibition, % at 6.6 µM; P08183; in the data active means inhibition above about 40%;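 further: 0% = vehicle and 100% = reference inhibitor; higher value means more JC-1 retained so stronger ABCB1 efflux block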
Mcl1 Noxa PPI: disrupts binding of human Mcl-1 to Noxa peptide. Q07820. TR-FRET Mcl-1/Noxa peptide binding, 2 h. inhibition, % at 21.7 µM. 1.5% of 220,000 active;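 active means compounds that cut the protein-peptide binding signal by more than 50% relative to plate controls in a single-dose test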;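 further: His-tagged Mcl-1 with rhodamine Noxa BH3 peptide and terbium anti-His antibody; 0% = Mcl-1 plus Noxa peptide wells and 100% = peptide-only wells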
Target sequence (Q07820 whole entry, looked up): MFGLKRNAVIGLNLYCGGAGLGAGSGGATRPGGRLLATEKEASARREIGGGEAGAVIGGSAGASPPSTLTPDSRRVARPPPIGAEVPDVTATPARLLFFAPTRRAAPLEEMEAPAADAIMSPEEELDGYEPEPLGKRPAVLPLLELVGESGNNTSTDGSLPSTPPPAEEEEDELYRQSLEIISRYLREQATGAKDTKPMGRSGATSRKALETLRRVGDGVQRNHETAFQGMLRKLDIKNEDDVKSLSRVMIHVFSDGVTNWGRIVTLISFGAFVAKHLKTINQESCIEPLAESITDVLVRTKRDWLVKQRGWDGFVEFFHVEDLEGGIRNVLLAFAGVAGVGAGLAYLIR
ABCG2 block: inhibitors of human ABCG2 transporter, ABCB1 counter-screen; AID 1325; Q9UNQ0; 0.1% of 190,000 active; inhibition, % at 6.6 µM; IgMXP3 cells, JC-1 efflux, flow cytometry;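 active means inhibition above 80%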;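 further: 0% = DMSO and 100% = nicardipine control wells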
Target sequence (Q9UNQ0 whole entry, looked up): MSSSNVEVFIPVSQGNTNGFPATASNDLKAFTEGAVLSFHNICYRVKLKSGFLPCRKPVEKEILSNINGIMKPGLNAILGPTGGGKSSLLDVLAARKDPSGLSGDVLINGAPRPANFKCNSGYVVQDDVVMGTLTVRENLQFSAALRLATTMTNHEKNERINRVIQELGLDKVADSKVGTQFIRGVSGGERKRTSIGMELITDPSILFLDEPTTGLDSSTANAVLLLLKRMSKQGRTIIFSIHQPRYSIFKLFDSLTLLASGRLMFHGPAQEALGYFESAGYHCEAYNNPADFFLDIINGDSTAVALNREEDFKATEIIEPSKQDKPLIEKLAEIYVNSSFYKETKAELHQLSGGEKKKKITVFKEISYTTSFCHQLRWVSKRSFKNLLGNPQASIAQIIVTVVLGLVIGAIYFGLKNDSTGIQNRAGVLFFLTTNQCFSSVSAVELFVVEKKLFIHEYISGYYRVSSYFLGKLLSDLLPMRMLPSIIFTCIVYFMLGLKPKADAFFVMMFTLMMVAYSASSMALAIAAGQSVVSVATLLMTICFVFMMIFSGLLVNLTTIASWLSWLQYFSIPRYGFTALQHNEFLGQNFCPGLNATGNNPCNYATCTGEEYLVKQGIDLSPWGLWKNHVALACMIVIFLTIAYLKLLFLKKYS
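Test system: IgMXP3 (ABCG2) plus far-red-tagged CCRF-Adr (ABCB1) cells / Amount: 3 million cells/mL in well / Reagent: JC-1 transporter substrate / Timing: 10 min compound exposure, 25 °C / Signal: flow cytometry, 530 nm JC-1 signal / Read-out: percent efflux inhibition, scaled nicardipine 100% to DMSO 0% / Benchmarks: nicardipine as high control, DMSO as low control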
Pf gamet viab: kills late stage P. falciparum gametocytes; 0.065% of 150,000 active; inhibition, % at 10.9 µM; P. falciparum stage V gametocytes, ATP luminescence, 24 h;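 active means inhibition above the mean plus 3 SD of compounds within the control limits, set per campaign, cut at about 38% in these data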;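 further: 0% = DMSO wells and 100% = medium only without gametocytes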
Rac1 mut GTP: alters GTP binding to activated mutant human Rac1 | GST-Rac1 activated beads, fluorescent GTP binding, flow cytometry; actives lie on both sides; 100% means binding = to untreated wells | percent activity (GTP binding), % at 10 µM | 0.11% of 190,000 active | AID 764;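 active means GTP binding at least 20 percentage points away from the 100% baseline, in either direction, so actives lie on both sides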
Cdc42 wt: human Cdc42 wildtype GTP binding change, either direction; P60953; GST-Cdc42 beads, Bodipy-GTP binding, flow cytometry; actives lie on both sides; percent activity (GTP binding), % at 10 µM; 0.2% of 190,000 active;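 active means percent activity GTP binding at least 20 points away from the 100% baseline, either down as inhibitor or up as activator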;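 further: median bead fluorescence of bound Bodipy-FL-GTP at 100 nM; 0% = excess unlabeled GTP control and 100% = no compound control; below 100% means less GTP binding so inhibitor and above means activator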
Rab2 wt GTP: changes GTP binding to wildtype dog Rab2A, up or down | P61105 | GST-Rab2 wt beads, Bodipy-GTP binding, flow cytometry | GTP binding activity, % at 10 µM | 0.19% of 190,000 active | AID 760;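 active means GTP binding activity at least 20 points away from 100%, either lowered or raised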;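 further: 0% = beads with excess unlabeled GTP and 100% = no-compound control corrected for plate trend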
Active calls of the source: *; . = not tested or not shown.

The line under a structure holds: Rab7 wt GTP bind	Rac1 wt GTP bind	Avidin bead fluor	HRas wt GTP	ABCB1 inh	Mcl1 Noxa PPI	ABCG2 block	Pf gamet viab	Rac1 mut GTP	Cdc42 wt	Rab2 wt GTP
1. C(=N\n1cnnc1)/c1ccc2c(c1)OCCO2
    95	98	12	99	0.1	16	0	-1	97	97	97
2. Cc1cccc(-c2nc(CS(=O)CC(=O)NCC3CCCO3)c(C)o2)c1 (stereo not given)
    103	110	8	104	0.2	13	1	.	103	106	105
3. Cc1cccc(NS(=O)(=O)c2ccc3c(c2)OCCO3)c1
    100	104	28	101	-0.1	9	0	.	101	102	101
4. Cc1ccccc1-c1ccc(C(=O)NCc2ccccc2)o1
    103	105	11	101	0.8	1	20	.	99	99	102
5. O=C(CCn1c(=O)c2ccccc2n(CC(=O)NC2CCCC2)c1=O)NCCc1ccc(Cl)cc1
    99	103	35	100	-0.1	2	0	.	99	101	100
6. O=C(c1ccc(C(=O)N2CCCc3ccccc32)s1)N1CCCc2ccccc21
    94	92	9	96	1.7	.	3	16	94	97	96
7. O=C(Nc1c(Cl)cccc1Cl)c1cc(=O)n(Cc2ccccc2)c(=O)[nH]1
    96	94	32	96	-0.3	-41	-1	14	92	94	96
8. OCCCNCc1cccc2ccccc12
    95	99	14	96	1.5	0	0	-2	95	97	97
9. C=CCNC(=S)N1CCN(c2cccc(C(F)(F)F)c2)CC1
    97	104	3	99	3.6	6	17	4	98	99	98
10. NC(=O)c1ccccc1NC(=O)/C=C/C(=O)O
    98	100	15	100	-0.6	16	-1	.	99	99	100
11. O=C1c2[nH]nc(-c3ccccc3O)c2C(c2ccc(F)cc2)N1CC1CCCO1 (stereo not given)
    99	109	7	103	2.2	20	6	-31	102	104	99
12. O=C(Cc1ccc(S(=O)(=O)N2CCCCC2)s1)Nc1cccc2ccccc12
    109	105	4	105	0.0	-7	-1	5	102	99	103
13. COc1ccccc1-c1csc(Cc2nnc3n2CCCCC3)n1
    97	101	7	102	-0.2	-10	0	8	101	101	104
14. COc1ccc(/C=C/CN2CCC(CO)(Cc3ccccc3Cl)CC2)cc1
    96	103	11	99	0.6	20	1	1	98	97	93
15. Cc1ccc2n(n1)c(=O)c(Cc1ccccc1)c([O-])[n+]2-c1ccccc1
    98	101	20	103	0.6	12	7	13	101	95	100
16. CCCC(=O)NCCc1nc2ccccc2n1CC(=O)c1ccccc1
    99	98	6	100	0.5	0	2	-1	101	100	98
17. OCC1(Cc2ccccc2)CCN(C2CCN(c3ccc(F)c(F)c3)CC2)CC1
    100	100	13	99	0.0	-1	3	.	98	101	101
18. CNC(=O)c1sc(-c2ccc(Cl)cc2)nc1C
    106	105	9	103	0.3	9	9	.	102	105	102
19. CCCCc1ccc(S(=O)(=O)Nc2cc(C)on2)cc1
    97	99	5	98	0.0	19	0	.	96	100	96
20. COc1ccc(CN(CC(=O)NCC2CCCO2)C(=O)CCC(=O)Nc2cc(C)on2)cc1 (stereo not given)
    101	103	26	100	0.2	0	1	17	99	102	99
21. CC(C)CC1=NN(C(=O)c2ccco2)C(O)(C(F)(F)F)C1 (stereo not given)
    103	99	5	99	-0.4	-7	1	15	97	96	99
22. CC(C)c1nc2sc3c(NCc4ccccc4)ncnc3c2c2c1COC(C)(C)C2
    98	103	6	99	0.7	10	2	.	97	96	97
23. COc1ccc(Br)cc1-c1noc(-c2ccccc2F)n1
    98	102	13	101	0.2	-11	5	0	99	101	100
24. O=C(NCc1ccco1)c1ccc(N2CCCCC2)c([N+](=O)[O-])c1
    98	103	14	98	1.3	14	41	12	97	95	98
25. Cc1ccc(NS(=O)(=O)c2cccc([N+](=O)[O-])c2)nc1
    101	100	11	95	1.1	-6	1	7	97	95	94
26. O=C(O)/C=C\C(=O)Nc1cccc(NC(=O)c2ccccc2)c1
    101	97	10	101	0.4	10	1	.	97	100	99
27. Cc1ccc(CNC(=O)c2cccnc2Cl)cc1
    100	97	15	98	0.4	-11	-3	-13	95	101	99
28. CC(C)CC(=O)N1CCN(c2ccc([N+](=O)[O-])cc2Cl)CC1
    100	103	1	102	1.4	1	5	.	103	100	100
29. O=C1CC(/C=C/c2ccccc2)(C(=O)NC2CCCC2)N1c1ccc(S(=O)(=O)N2CCCC2)cc1 (stereo not given)
    102	106	8	101	1.8	-6	7	-6	102	99	101
30. CCC(=O)N1CCN(c2ccc(NC(=O)COc3ccccc3[N+](=O)[O-])cc2)CC1
    102	101	10	98	2.1	3	9	10	95	98	97
31. O=C1c2ccccc2S(=O)(=O)N1Cc1cc(=O)n2ccsc2n1
    105	106	15	106	0.5	-2	2	.	98	106	102
32. Cc1c(-c2ccccc2)oc2c(C(=O)N3CCN(c4ccc([N+](=O)[O-])cc4)CC3)cccc2c1=O
    98	101	17	98	8.8	-10	27	-4	97	102	100
33. Cc1nn(-c2cccc([N+](=O)[O-])c2)c(N)c1-c1ccccc1
    91	93	19	92	0.1	26	1	-19	91	92	94
34. O=C(CSc1nnc(CNC(=O)c2c(F)cccc2Cl)o1)Nc1ccccc1
    102	103	6	101	.	12	.	0	100	101	102
35. N#Cc1cc([N+](=O)[O-])ccc1N1CCCC1
    101	104	7	104	.	-14	7	2	104	102	103
36. COCCCNC(=O)c1cc(Sc2ccc(F)cc2)nc2ccccc12
    96	97	11	98	1.4	10	5	.	99	97	99
37. C=CCNC(=O)C1CCN(c2nc(C)cc(-c3ccccc3)n2)CC1
    100	101	28	100	0.6	2	24	.	100	99	100
38. O=C(NCCCn1ccnc1)c1nn2c(C(F)(F)F)cc(-c3ccccc3)nc2c1Cl
    104	102	10	99	1.0	14	11	.	98	102	102
39. COc1cccc(NC(=O)c2ccc3snnc3c2)c1
    96	97	5	97	0.4	-6	9	.	96	99	94
40. COc1nc(OC)nc(N2CCC(C(=O)Nc3cccc4ccccc34)CC2)n1
    97	99	7	99	0.1	-15	0	.	95	98	97
41. COC(=O)CC(NC(=O)c1cccs1)c1ccc(OC)c(OC)c1 (stereo not given)
    98	103	9	97	0.9	-4	3	14	96	104	102
42. CN(C)CCCOC(=O)c1ccc(Br)cc1
    100	101	9	100	0.6	12	1	.	102	102	97
43. CCOC(=O)/C(C#N)=C/c1cn(CCC(=O)O)nc1-c1ccc(Br)cc1
    102	92	26	96	-0.5	43	1	-16	90	93	92
44. CC1CCCN(Cc2nc3c(c(=O)n(C)c(=O)n3C)n2CCCc2ccccc2)C1 (stereo not given)
    102	103	9	101	-3.0	-7	-4	.	98	101	101
45. O=[N+]([O-])c1ccc(N=NN(CCO)CCO)cc1
    102	105	6	105	.	-13	2	-6	103	107	102

Brought forward from above: four compounds, followed by the next part.
The line under a structure holds: Rab7 wt GTP bind	Rac1 wt GTP bind	Avidin bead fluor	HRas wt GTP	ABCB1 inh	Mcl1 Noxa PPI	ABCG2 block	Pf gamet viab	Rac1 mut GTP	Cdc42 wt	Rab2 wt GTP
42. CN(C)CCCOC(=O)c1ccc(Br)cc1
    100	101	9	100	0.6	12	1	.	102	102	97
43. CCOC(=O)/C(C#N)=C/c1cn(CCC(=O)O)nc1-c1ccc(Br)cc1
    102	92	26	96	-0.5	43	1	-16	90	93	92
44. CC1CCCN(Cc2nc3c(c(=O)n(C)c(=O)n3C)n2CCCc2ccccc2)C1 (stereo not given)
    102	103	9	101	-3.0	-7	-4	.	98	101	101
45. O=[N+]([O-])c1ccc(N=NN(CCO)CCO)cc1
    102	105	6	105	.	-13	2	-6	103	107	102
46. CC(=O)NC(Cc1ccc(F)cc1)C(=O)NC1CCN(c2ncccc2[N+](=O)[O-])CC1 (stereo not given)
    94	99	12	97	0.6	4	4	-17	96	97	95
47. c1csc(CNc2nc3ccccc3n2CCN2CCOCC2)c1
    98	95	3	99	0.2	2	0	.	99	99	97
48. O=[N+]([O-])c1ccc(N2CCN(S(=O)(=O)c3ccc(Cl)c(Cl)c3)CC2)cc1NCCN1CCOCC1
    100	100	3	99	0.7	6	-2	-23	97	98	98
49. N#Cc1c(-c2ccccc2)ccnc1N1CCOCC1
    93	100	9	98	0.2	7	1	8	92	90	92
50. Cc1nc2c(cnn2-c2ccc(Cl)cc2)c(=O)n1-c1ccc(N2CCC(C)CC2)cc1
    103	98	18	100	0.3	16	2	.	97	99	103
51. COc1cccc2c1CCC(NC(C)=O)C2=O (stereo not given)
    98	102	4	97	0.5	22	7	21	99	98	97
52. O=C(CN(C(=O)CNS(=O)(=O)c1ccccc1)C1CCCC1)NCC1CCCO1 (stereo not given)
    94	103	4	100	-0.1	9	0	-3	100	101	102
53. CCOc1ccc(C(=O)NCC(=O)OCC(=O)Nc2ccccc2OCC)cc1
    105	103	11	103	0.2	-6	1	.	100	103	104
54. O=c1c(Cl)c(N2CCOCC2)cnn1-c1nc2ccccc2[nH]1
    99	97	9	97	0.0	7	3	.	96	99	97
55. Cc1noc(C)c1S(=O)(=O)N1CCCC(C(=O)NCc2ccccn2)C1 (stereo not given)
    99	102	11	102	0.8	15	5	-9	98	103	100
56. COc1ccccc1CC(=O)NC1CCC(C)CC1 (stereo not given)
    106	100	8	102	0.5	9	0	-5	95	96	103
57. CSCCOC(=O)c1[nH]c2c(c1C)C(=O)CC(c1ccco1)C2 (stereo not given)
    101	108	12	102	0.3	58*	4	.	102	104	104
58. Cc1ccc(C(=O)c2c[nH]cc2-c2ccccc2)cc1
    97	103	21	102	-0.3	9	5	.	100	99	98
59. COc1ccc(N(CC(=O)N2CCc3ccccc3C2)S(=O)(=O)c2c(C)[nH]c(=O)[nH]c2=O)cc1
    100	101	6	99	0.1	-14	0	.	98	99	99
60. Cc1cc(C)c(OCC(=O)Nc2ccc3c(c2)OCO3)cc1C
    97	86	7	91	0.0	9	1	-6	93	90	93
61. CC(C(=O)Nc1cc([N+](=O)[O-])ccc1Cl)N1CCN(c2ccccc2O)CC1 (stereo not given)
    96	99	17	95	2.5	31	26	.	95	97	96
62. Cc1cccc(C)c1NC(=S)N(CCN(C)C)Cc1cccs1
    104	102	10	100	-0.2	11	1	1	97	102	102
63. CC(NC(N)=O)C(=O)Nc1ccc(Cl)c(S(=O)(=O)Nc2ccc(Br)cc2)c1 (stereo not given)
    104	95	25	99	0.1	57*	-1	-2	89	89	94
64. COc1ccc(-c2cc(C(=O)Nc3sc4c(c3C#N)CCCC4)c3ccccc3n2)cc1
    96	98	10	98	0.0	-11	-1	-7	96	98	96
65. CCOC(=O)c1sc2ccccc2c1OC(=O)c1ccc(C)cc1
    95	99	12	97	-0.3	-20	3	.	98	101	101
